Assay outcomes as filed in PubChem BioAssay.
CSM14.1 death rescue – rescue of cells from ER stress-induced death, primary screen, 384-well, CSM14.1, thapsigargin, ATP luminescence (AID 1222). 190,000 tested, under 10 active. CSM14.1 thapsigargin-induced death rescue, ATP luminescence; higher % means a stronger effect. cellular ATP content (survival), % at 20 µM, or EC50 in µM where a hit was titrated;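 active = EC50 below 50 µM in the dose-response confirmation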;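 note: death triggered by thapsigargin at about 15 µM added after 2 h compound pretreatment; cell ATP read after overnight thapsigargin exposure of roughly 18 to 22 hours; normalized against plate controls of thapsigargin alone and 5% DMSO vehicle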
RSV antiviral HEp-2 – inhibition of RSV-induced cytopathic effect – HEp-2 cells, primary 10 µM value included (AID 2391). HEp-2 cells, RSV-induced CPE inhibition; higher % means a stronger effect. one-dose CPE inhibition, % at 10 µM; IC50 in µM for titrated hits. actives 0.13% (n = 310,000); in the data active = a potency from the dose series; inconclusive = CPE inhibition mostly from about 23% at the one dose, without a potency; inactive = the rest, 99 in 100 with CPE inhibition below about 21%; note: strong numbers were not always called active
MgcRacGAP inhibition – MgcRacGAP GTPase-activating activity inhibitors, confirmation, biochemical, ADP Hunter fluorescence; actives 0.6% (n = 340,000); MgcRacGAP-stimulated Rac1 GTP hydrolysis, ADP Hunter fluorescence; higher % means a stronger effect; GST-tagged Rac1 F28L mutant substrate; inhibition, % at 30 µM; hits with a dose series show IC50 in µM;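 active = first-screen hits whose inhibition reached a set limit at any dose in the follow-up dose series; inconclusive = inhibition above the set first-screen limit but never retested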;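 note: fluorescence reports GDP produced by GAP-driven GTP hydrolysis; strong numbers were not always called active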
West Nile virus CPE – West Nile virus antiviral activity, cell-based, CPE readout (AID 1621). West Nile virus-infected cells, CPE inhibition; higher % means a stronger effect. CPE inhibition, % at 10 µM; hits with a dose series show IC50 in µM. actives 0.02% (n = 290,000); in the data active = a potency from the dose series; inconclusive = CPE inhibition mostly from about 3.7% at the one dose, without a potency; inactive = the rest, 99 in 100 with CPE inhibition below about 2.2%; note: strong numbers were not always called active
GPR35 arrestin U2OS – GPR35 antagonists blocking zaprinast-driven arrestin recruitment, primary screen, imaging, U2OS, beta-arrestin-GFP, zaprinast agonist (AID 2058); one-dose inhibition, % at 10 µM; IC50 in µM for titrated hits; U2OS GPR35 beta-arrestin-GFP translocation imaging, zaprinast antagonism; higher % means a stronger effect; actives 0.052% (n = 290,000);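 active = inhibition of at least 50% with at least 30 cells and total cytoplasm GFP at most 10,000,000; inconclusive = under 30 cells or total GFP of 10,000,000 plus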
Large T inhibition – SV40 large T antigen inhibitors, biochemical (AID 1903) | SV40 large T antigen ATPase/helicase inhibition assay; higher % means a stronger effect | actives 0.39% (n = 310,000) | one-dose inhibition, % at 20 µM; IC50 in µM for titrated hits; in the data active = a potency from the dose series; inconclusive = inhibition mostly from about 32% at the one dose, without a potency; inactive = the rest, 99 in 100 with inhibition below about 32%; note: strong numbers were not always called active
Salmonella PhoP GFP – PhoP-dependent GFP reporter repression – Salmonella Typhimurium, primary screen (AID 1863); S. Typhimurium PhoP-regulated promoter GFP reporter, 4 h; higher % means a stronger effect; actives 0.16% (n = 300,000); inhibition, % at 50 µM, or IC50 in µM where a hit was titrated;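 active = inhibition over 29.93%, a cutoff 3 SD above the screen mean, later confirmed by dose response; inconclusive = inhibition over 29.93% but no dose response follow-up; inactive = inhibition at most 29.93% or unconfirmed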;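 note: 0% = low Mg2+ inducing control and 100% = high Mg2+ repressing control; strong numbers were not always called active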
Dengue-2 NS5 capping – Dengue-2 NS5 methyltransferase inhibitors, primary screen, biochemical, confirmation dose response (AID 588689) | inhibition, % at 25 µM; hits with a dose series show IC50 in µM | Dengue-2 NS5 methyltransferase capping enzyme assay, biochemical; higher % means a stronger effect | actives 0.3% (n = 340,000); in the data active = a potency from the dose series; inconclusive = inhibition above about 29% without an active follow-up result
LYP phosphatase – inhibitors of LYP phosphatase, biochemical, fluorescence intensity, uHTS (AID 1779) | recombinant LYP phosphatase, fluorescence intensity; higher % means a stronger effect | one-dose inhibition, % at 11.5 µM; IC50 in µM for titrated hits | actives 0.054% (n = 290,000); in the data active = inhibition above about 50%;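 note: plate controls were vehicle with enzyme for no effect and no enzyme for full effect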
Dengue-2 NS5 capping pilot replicate – recorded beside Dengue-2 NS5 capping, whose call it bears; inhibition, %; measured here: pilot screen replicate inhibition
The depositor's hits bear a star; u = inconclusive; x = not tested or not shown.

SMILES	CSM14.1 death rescue	RSV antiviral HEp-2	MgcRacGAP inhibition	West Nile virus CPE	GPR35 arrestin U2OS	Large T inhibition	Salmonella PhoP GFP	Dengue-2 NS5 capping	LYP phosphatase	others
Cc1ccnc(SCC(=O)Nc2c(C)n(C)n(-c3ccccc3)c2=O)n1	-1.2%	1.7%	5%	0.2%	16%	1%	26%	-7%	-7%
CCC(C)OC(=O)C1=C(C)NC(=O)CC1c1ccccc1OC (centres undefined)	-1.1%	4.8%	4%	-0.1%	-9%	9%	-5%	-2%	-3%
O=C(CSc1nc2ccccc2c(=O)n1-c1ccccc1)c1c[nH]c2ccccc12	-3.0%	5.7%	13%	0.1%	-12%	-1%	5%	14%	-6%
O=C(NCCCN1CCCC1=O)c1ccc2c(=O)n(Cc3ccco3)c(=S)[nH]c2c1	-1.5%	2.9%	11%	0.2%	-13%	27%	-2%	2%	4%
CCCN=C1N/C(=C\c2ccco2)C(=O)N1c1ccccc1	-4.0%	3.9%	14%	0.0%	11%	23%	-15%	-2%	-5%
COc1ccc(N2C(=NC(=O)C3CCCCC3)SC3CS(=O)(=O)CC32)cc1Cl (centres undefined)	x	6.2%	7%	-0.3%	3%	11%	-6%	-3%	-4%
O=C(NN=C1CCCCCC1)C(=O)Nc1cccc(Br)c1	0.8%	3.8%	6%	-0.2%	4%	8%	4%	-4%	-8%
COc1cccc(-n2c(N)cc(=O)nc2SCC(=O)Nc2cc(C)on2)c1	x	2.5%	3%	1.4%	8%	12%	-1%	-7%	-1%
O=NC1=C(c2c(O)[nH]c3ccccc23)CCCC1	-1.9%	-0.7%	5%	0.6%	8%	10%	19%	-2%	-2%
CCN(CC)CCn1c(N)nc2ccccc21	x	-0.7%	5%	-0.1%	8%	3%	-3%	0%	-1%
COc1ccc(S(=O)(=O)N(C)CC(=O)N2CCN(C)CC2)cc1C	x	1.0%	1%	-0.3%	-5%	1%	-7%	-2%	-4%	Dengue-2 NS5 capping pilot replicate=4.9
C#CCOCCOCCOCCNc1nc(N2CCN(C(=O)[C@H](Cc3cc4ccccc4[nH]3)n3cc([C@@H](N)C(C)CC)nn3)CC2)nc(N2CCN(C(=O)[C@H](Cc3cc4ccccc4[nH]3)n3cc([C@@H](N)CC(C)C)nn3)CC2)n1 (some centres undefined)	-2.7%	0.1%	x	x	1%	9%	-6%	x	-18%
O=C(N=C1SCC(=O)N1c1ccccc1Cl)c1ccccc1	-1.6%	x	0%	-0.6%	-4%	8%	-2%	x	-1%
O=C1CC(c2ccccc2Cl)C2=C(COC2=O)N1 (centres undefined)	1.5%	10.0%	8%	-0.3%	-1%	8%	-5%	-3%	-10%	Dengue-2 NS5 capping pilot replicate=-0.3
O=C(O)CCc1ccc(-c2ccc(Cl)cc2)n1CCC(=O)O	1.6%	1.1%	17%	0.6%	10%	15%	19%	-1%	-6%
O=C1/C(=C\c2ccc([N+](=O)[O-])cc2)CCc2ccccc21	-7.8%	2.6%	2%	-0.8%	6%	0%	-1%	-4%	-1%
FC(F)(F)c1ccc(Oc2ccc(Cl)cc2Br)nc1	1.4%	1.0%	13%	0.0%	-6%	2%	2%	-1%	-1%
O=C(NCC(c1ccco1)N1CCN(c2ccccc2F)CC1)OCc1ccccc1 (centres undefined)	0.5%	2.3%	0%	-0.6%	-3%	-1%	4%	0%	-1%
Cc1cc(C)nc(N2CCC(C(=O)NCc3cccc(C(F)(F)F)c3)CC2)n1	1.5%	2.1%	-3%	-0.2%	-5%	1%	-17%	-2%	-2%
O=C(COC(=O)c1ccc(-c2nnc(-c3ccccc3)o2)cc1)c1ccccc1	3.2%	1.7%	10%	0.7%	-7%	7%	-6%	-1%	-6%

The closing two compounds of the section before lead into the next.
SMILES	CSM14.1 death rescue	RSV antiviral HEp-2	MgcRacGAP inhibition	West Nile virus CPE	GPR35 arrestin U2OS	Large T inhibition	Salmonella PhoP GFP	Dengue-2 NS5 capping	LYP phosphatase	others
Cc1cc(C)nc(N2CCC(C(=O)NCc3cccc(C(F)(F)F)c3)CC2)n1	1.5%	2.1%	-3%	-0.2%	-5%	1%	-17%	-2%	-2%
O=C(COC(=O)c1ccc(-c2nnc(-c3ccccc3)o2)cc1)c1ccccc1	3.2%	1.7%	10%	0.7%	-7%	7%	-6%	-1%	-6%
Cc1c(C(=O)Oc2ccc(F)cc2)sc2ncn(Cc3cccc(F)c3)c(=O)c12	5.2%	-2.1%	6%	0.2%	-8%	4%	-10%	-5%	-5%
CCc1ccc(OCC(=O)NC(NC(=S)Nc2ccccc2OC)C(Cl)(Cl)Cl)cc1 (centres undefined)	-1.5%	0.9%	-2%	-0.9%	-7%	-3%	-9%	-5%	5%
FC(F)(F)c1ccccc1/C=N/n1c(COc2ccccc2)n[nH]c1=S	x	38%	12%	0.0%	-5%	9%	-5%	-9%	2%
CSc1nc(SCC(=O)NCC2CCCO2)c2c3c(sc2n1)CN(C)CC3 (centres undefined)	x	x	x	-0.1%	0%	13%	x	x	-2%
Cc1ccc(Cn2ncc3c(N4CCN(CCc5ccccc5)CC4)ncnc32)cc1	x	0.7%	x	-1.2%	1%	2%	-6%	x	2%
S=C(c1ccccc1)N1CCCc2ccccc21	-1.9%	3.2%	1%	-0.2%	15%	-9%	1%	-11%	-5%
CC(=O)Nc1cccc(OCC(O)Cn2cnc3ccccc32)c1 (centres undefined)	x	1.2%	6%	1.1%	18%	2%	-13%	-3%	2%
Cc1cccc(OCC(=O)NCCN2CCOCC2)c1	2.3%	0.2%	11%	-0.1%	-2%	1%	-1%	1%	-4%
O=C(CCC(=O)N1CCN(S(=O)(=O)c2ccc3ccccc3c2)CC1)Nc1cc(Cl)cc(Cl)c1	0.8%	50%	14%	-2.2%	-6%	5%	-5%	-15%	4%
O=C(NCc1ccco1)c1ccccc1NS(=O)(=O)c1ccc2c(c1)OCCO2	2.4%	2.5%	6%	0.2%	6%	-8%	13%	8%	-4%
O=C(COc1coc(CN2CCc3ccccc3C2)cc1=O)Nc1ccc(F)cc1	x	-0.8%	6%	x	x	15%	6%	1%	x
O=C(CC(NCCc1ccccc1)C(=O)O)Nc1ccc(O)cc1 (centres undefined)	-2.5%	0.2%	x	x	-5%	36%	-4%	x	-13%
Cc1c(C(=O)Nc2cc(S(=O)(=O)N3CCOCC3)ccc2N2CCOCC2)oc2ccccc12	-1.2%	6.7%	-1%	-0.1%	-7%	0%	-3%	1%	-1%
Cc1ccc(C(=O)OCC(=O)NCc2cccs2)cc1S(=O)(=O)N1CCOCC1	1.5%	-1.3%	5%	0.0%	16%	9%	-12%	-7%	-5%
O=C(Cc1ccc(Cl)c(Cl)c1)Nc1cccnc1	x	20%	10%	-0.2%	16%	6%	10%	-7%	-11%
CC(=O)Nc1ccc(S(=O)(=O)N2CCCC2C(=O)Nc2ccc(F)cc2)cc1 (centres undefined)	x	1.1%	9%	-0.3%	-15%	10%	-16%	-9%	-6%
COc1cc(/C=C/C(=O)N2C(=O)c3cccc(N)c3C2=O)cc(OC)c1OC	-4.8%	19%	5%	u	-3%	-4%	-13%	16%	0%
CC(C)(C)NC(=O)CSc1nc2ccc(NC(=O)CSc3nnnn3Cc3ccccc3)cc2s1	1.3%	1.3%	4%	2.4%	-8%	3%	15%	-9%	0%
CC(=O)Nc1ccc(NC(=O)COC(=O)c2ccc(C)s2)cc1	-0.9%	-0.1%	6%	-0.1%	12%	12%	-2%	0%	0%
COc1ccc(CCNC(=O)CCn2c(=O)c3ccccc3n(CC(=O)NCC3CCCO3)c2=O)cc1OC (centres undefined)	-2.2%	0.9%	8%	0.5%	4%	5%	-1%	4%	-6%
COc1ccc(C(=O)OC(C(=O)c2ccc(C)cc2)c2ccccc2)cc1 (centres undefined)	11%	1.2%	8%	-0.2%	4%	5%	9%	-7%	2%
N#Cc1ccc(S(=O)(=O)N2CCCN(c3ccc(C(F)(F)F)cn3)CC2)cc1	x	2.7%	x	-1.2%	-9%	1%	-1%	x	-3%
CC1(c2ccccc2)CC(C)(C)n2c(O)c(C3=NC(=S)NC3=O)c3cccc1c32 (centres undefined)	x	1.9%	11%	0.2%	7%	11%	2%	1%	-8%
CS(=O)(=O)Nc1ccc(C2=NN(C(=O)C3CCCCC3)C(c3cccs3)C2)cc1 (centres undefined)	-2.6%	u	5%	-0.2%	7%	19%	-8%	-8%	-2%
COc1ccc(-c2nc(CS(=O)(=O)CC(=O)NCc3ccccc3Br)c(C)o2)cc1	x	3.6%	1%	-0.8%	-9%	13%	x	-3%	-6%
COc1ccc(C2CC(c3ccccc3)Nc3nc(NC(=O)c4cccs4)nn32)cc1 (centres undefined)	-2.7%	-1.0%	9%	1.7%	-5%	10%	-5%	-1%	12%
O=C(/C=C/c1ccc(OCCCF)cc1)NCc1ccc(Cl)c(Cl)c1	-1.1%	1.1%	2%	-0.4%	10%	3%	-3%	x	-4%
NC(=O)CSc1nnc(-c2cc(-c3ccc(Cl)cc3)nc3ccccc23)o1	1.6%	-1.7%	6%	-0.1%	-1%	-5%	-8%	3%	0%
Cc1[nH]c2ccccc2c1C(=O)CSC(=S)N(C)C1CCCCC1	-4.4%	16%	7%	-0.8%	-4%	9%	-4%	6%	-4%
CC1=NN(C(C#N)c2ccccc2C)C(c2ccccc2)C1 (centres undefined)	x	0.0%	-10%	0.0%	22%	21%	5%	-9%	-12%
O=C(NC1CCCCC1)C1Cc2ccccc2CN1S(=O)(=O)c1ccc(F)cc1 (centres undefined)	1.6%	-2.5%	3%	-0.8%	9%	2%	-5%	-5%	0%
COC(=O)CN(c1nc(C)c(Br)c(OC)n1)S(=O)(=O)c1ccccc1	x	7.7%	6%	-1.2%	0%	10%	11%	0%	-14%
Cc1c(C(=O)NCCCN2CCOCC2)sc2nc(-c3ccccc3)cn12	0.6%	-1.0%	x	x	-6%	4%	-6%	x	-2%
COc1ccc(C(=O)N2CC(c3ccccc3)CC2=O)cc1 (centres undefined)	x	1.8%	3%	0.9%	2%	8%	0%	5%	-12%
COc1ccccc1NC(=O)CSc1nc(O)cc(=O)n1-c1ccccc1OC	-2.5%	0.9%	3%	0.0%	13%	20%	-4%	-15%	6%
c1ccc(CSc2n[nH]c(-c3ccco3)n2)cc1	1.6%	-1.9%	7%	1.0%	10%	4%	-15%	-10%	-1%
